TDP43 rescue – inhibitors of TDP-43 toxicity in yeast; TDP-43 expressing yeast growth rescue, BacTiter-Glo, 24 h; Potency, µM (titrated, usually from 46.1 µM), for inactives: at the top dose growth rescue (activation), hits mostly activators; 410,000 tested, 1.8% active; AID 652104; further: potency means the concentration at half of the fitted maximal effect; % of control where 0% means no effect; nearly all actives have a fitted effect of over 50% in size
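Galactose-induced TDP-43 yeast, OD600=0.02, compound pinned; 24 hr, 30 deg C; BacTiter-Glo luminescence for growth. Inhibitors of TDP-43 toxicity read as activators.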
aSyn rescue – inhibitors of alpha-synuclein toxicity in yeast; Yeast expressing alpha-synuclein, growth rescue, BacTiter-Glo, 24 h; Potency, µM (top dose mostly 46.1 µM), inactives show at the top dose growth rescue (activation), hits mostly activators; 370,000 tested, 0.14% active; AID 652106; further: potency means the concentration at half of the fitted maximal effect; % of control where 0% means no effect; nearly all actives have a fitted effect of over 65% in size
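Galactose-induced alpha-syn yeast (OD600=0.02, raffinose-pregrown) + pinned cpd, 24 hr, 30 deg C; growth by BacTiter-Glo luminescence. Growth restoration scores as activation.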
PTHR1 agonist – agonists of human PTHR1 parathyroid hormone receptor | Q03431 | HEK293 GP2 PTHR1 cells, GloSensor cAMP luminescence, 1 h | Potency, µM (doses to about 115 µM), inactives show top-dose activation, usual class: activators | 410,000 tested, 0.075% active | AID 743266; further: potency means the concentration at half of the fitted maximal effect; nearly all actives have a fitted effect of over 55% in size; some results filed as inactive show a strong effect at the top dose; inactives centre near -15; many of its hits are not listed in these tables
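HEK-293-derived GP2 cells expressing PTHR1 and a GloSensor cAMP reporter, 3,000/well, plated overnight, given luciferin plus IBMX (each 0.5 mM as added) for 1 h at 37 °C, then compound for 1 h at 37 °C. Luminescence was read after 15 min at room temperature.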
GLP1R cytotox – cytotoxic in the GLP-1 receptor inverse agonist counter-screen. Potency, µM (titrated, usually from 38.3 µM), without a hit: top-dose activity change, negative = inhibition, hits mostly inhibitors. HEK293 cAMP-luciferase reporter cells, luminescence, 24 h. AID 624418. 410,000 tested, 0.13% active;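 further: loss of luciferase light is scored as toxicity; potency means the concentration at half of the fitted maximal effect; on the % scale 0 is the no-effect control and ±100 the full control effect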
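Here, cytotoxicity is scored as loss of luminescence. The MLSMR collection was tested on cells seeded in medium containing 10% Nu serum, with a 24 hr compound exposure preceded by 12 hours of culture.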
D3 ag – D3 dopamine receptor (human) agonism | P35462 | D3R DiscoveRx beta-arrestin cells, luminescence, 90 min | max activation, % | 410,000 tested, 0.58% active; in the data active means max activation above about 30%; further: 0% is about no effect; mostly tested at two doses, the higher about 12 µM
Target sequence (P35462 whole entry, looked up): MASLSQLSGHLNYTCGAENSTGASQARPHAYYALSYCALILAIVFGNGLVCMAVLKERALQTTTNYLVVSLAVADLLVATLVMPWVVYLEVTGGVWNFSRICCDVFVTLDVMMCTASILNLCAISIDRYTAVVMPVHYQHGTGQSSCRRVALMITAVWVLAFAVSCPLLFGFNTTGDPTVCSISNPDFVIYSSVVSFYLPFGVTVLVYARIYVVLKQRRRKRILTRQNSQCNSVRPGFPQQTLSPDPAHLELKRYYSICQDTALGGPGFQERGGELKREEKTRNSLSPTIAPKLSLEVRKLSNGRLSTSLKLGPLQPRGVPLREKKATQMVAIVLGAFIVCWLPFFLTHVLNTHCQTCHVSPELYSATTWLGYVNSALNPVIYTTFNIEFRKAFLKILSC
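Cells at 1500/well, incubated overnight, then treated with pinned compounds (dopamine as control) for 90 min at 37 degrees C. DiscoveRx reagent added for 30 - 60 minutes at room temperature; luminescence read.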
GLP1R inv ag – GLP-1 receptor (human) inverse agonism. P43220. HEK293 GLP-1R CRE-luciferase, luminescence, 24 h; GLP-1R form is constitutively active. Potency, µM (titrated, usually from 38.3 µM), without a hit: at the highest dose activity change, negative = inhibition, most hits filed as inhibitors. 410,000 tested, 1.6% active; further: potency means the concentration at half of the fitted maximal effect; on the % scale 0 is the no-effect control and ±100 the full control effect; nearly all actives have a fitted effect of over 55% in size
Target sequence (P43220 whole entry, looked up): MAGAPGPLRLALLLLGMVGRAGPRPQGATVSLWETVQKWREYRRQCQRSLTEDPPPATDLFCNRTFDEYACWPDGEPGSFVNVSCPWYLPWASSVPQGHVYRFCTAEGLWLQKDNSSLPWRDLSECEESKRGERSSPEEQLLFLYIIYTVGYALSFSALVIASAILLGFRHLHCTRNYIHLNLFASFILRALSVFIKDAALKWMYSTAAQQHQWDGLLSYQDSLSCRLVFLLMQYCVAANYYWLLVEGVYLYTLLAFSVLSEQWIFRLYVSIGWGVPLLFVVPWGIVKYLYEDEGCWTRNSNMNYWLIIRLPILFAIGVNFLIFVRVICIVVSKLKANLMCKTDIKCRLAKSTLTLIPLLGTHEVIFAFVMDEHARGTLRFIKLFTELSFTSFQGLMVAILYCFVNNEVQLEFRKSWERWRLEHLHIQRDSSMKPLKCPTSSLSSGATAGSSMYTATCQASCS
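Inverse agonists were sought by their lowering of basal cAMP reporter luciferase output in HEK293 cells stably carrying constitutively active human GLP-1R, after 24 h compound treatment.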
DRD3 antagonist – blocks the human D3 dopamine receptor; P35462; D3R cells, DiscoveRx beta-arrestin luminescence, antagonist mode; active compounds read low; max response, negative = inhibition, %; 360,000 tested, 2.5% active; AID 652054; in the data active means max response below about -50%; inconclusive means no clear call, values can overlap the other calls; further: on the % scale 0 is the no-effect control and ±100 the full control effect; mostly tested at two doses, the higher about 12 µM
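Cells plated overnight at 1500 cells/well, then exposed to library compounds with dopamine controls for 90 minutes at 37 degrees C. DiscoveRx reagent added for 30–60 minutes at room temperature; luminescence read, quantitative HTS format.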
KB-V1 cytotox – KB-V1 MDR subline cytotoxicity. KB-V1 MDR cells viability, CellTiter-Glo, 72 h. Potency, µM (doses to about 46.1 µM), for inactives: at the top dose activity change, negative = cytotoxicity, most hits filed as cytotoxic. 400,000 tested, 3.4% active. AID 1347076; further: potency means the concentration at half of the fitted maximal effect; on the % scale 0 is the no-effect control and ±100 the full control effect; nearly all actives have a fitted effect of over 60% in size
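Readout: CellTiter-Glo luminescence, 10 min after addition. Cells: KB-V1 MDR subline, 72 h at 37 degrees C with compound. Analysis: corrected, normalized data fitted to concentration-effect curves.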
GLP1R ag – GLP-1 receptor (human) agonism; Potency, µM (top dose mostly 45.6 µM), for inactives: at the highest dose activation, usual class: activators; AID 624172; HEK293 GLP-1R CRE-luciferase, luminescence, 4-6 h; cells express a hypersensitive GLP-1R form; P43220; 380,000 tested, 0.007% active; further: potency means the concentration at half of the fitted maximal effect; % of control where 0% means no effect
The depositor's hits bear a star; i = inactive; ? = inconclusive; · = no result given; [ ] = dose if it differs, or a comment. Unless noted, the call rests on the fitted dose curve; in most records, active means well fitted curve in the direction sought with a large enough effect; inconclusive means small, poorly fitted or top-dose-only effect, or another doubt; inactive means no such curve, though single readings can be large; an effect the other way counts as inactive or inconclusive. The list is partial (hit frequency here may not be typical).

SMILES	TDP43 rescue	aSyn rescue	PTHR1 agonist	GLP1R cytotox	D3 ag	GLP1R inv ag	DRD3 antagonist	KB-V1 cytotox	GLP1R ag
CC(=O)c1sc(=S)n(Cc2ccccc2)c1C	13µM*	0%	-8%	-6%	2	?	11	5%	3%
N/C(=N\OC(=O)COc1ccccc1Cl)c1ccccn1	22%	17%	-32%	-4%	-4	?	-8	1%	0%
Cc1cc(C)cc(NC(=O)C2C3C=CC4(O3)C2C(=O)N(CCCN2CCCC2)C4C(=O)NC2CCCC(C)C2C)c1 (stereo not drawn)	-1%	0%	-9%	0%	-14	?	1	-18%	4%
CC(C)[C@H](NC(=O)NCc1cccs1)C(=O)O	-12%	-1%	?	-6%	5	-2%	6	20%	6%
CC(C)OCCCNC1=C(Cl)C(=O)c2ccccc2C1=O	24%	4%	i	3%	7	?	2	-17%	21%
CCN(CC(=O)N1CCN(Cc2ccccc2)CC1)S(=O)(=O)c1ccc(F)cc1	7%	4%	-25%	-10%	-5	0%	-29	?	-4%
COc1ccccc1N/C=C/C(=C(C#N)C#N)N(C)C	7%	1%	-2%	?	-2	20%	2	0%	7%
COc1cc(/C=C2\CC/C(=C\c3cc(OC)c(O)c(OC)c3)C2=O)cc(OC)c1O	-12%	-9%	-3%	-24%	-8	-20%	-74*	?	-15%
CCC(C)(C)NC(=O)C1CCC(CNS(=O)(=O)c2cccc3nsnc23)CC1 (stereo not drawn)	-11%	-3%	-16%	12%	-1	-19%	12	0%	5%
O=C(Nc1cccc(S(=O)(=O)N2CCCCC2)c1)Nc1ccc(Cl)cc1Cl	-9%[9.22 µM]	2%	-25%	?	-4	3.5µM*	0	?	20%
COC(=O)c1c(C)oc(C)c1S(=O)(=O)NC(C)(C)C	-21%	-2%	-18%	-7%	-2	-11%	-6	-1%	9%
NC(=O)c1ccc(OCC2CCCO2)cc1 (stereo not drawn)	14%	-5%	i	-3%	8	-24%	11	13%	7%
CCOc1ccccc1-c1noc(CCC(=O)Nc2cccnc2)n1	-21%	2%	-18%	2%	-10	18%	-26	0%	13%
NC(=O)N/N=C/c1cn(-c2ccccc2)nc1-c1ccccc1	-29%	1%	i	-4%	2	50%[activator]	11	-17%	15%
COc1ccc(NC(=O)CN2CCCCC2)c([N+](=O)[O-])c1	-14%	-3%	i	-27%	3	22%	7	-17%	27%
Cc1cccc(OCCCCc2c(C)n[nH]c2C)c1C	4%	-9%	i	-9%	12	?	30	16µM*	8%
C/C(=N\Nc1ccc([N+](=O)[O-])cc1[N+](=O)[O-])C(C)C(C)C (stereo not drawn)	11%	-19%	-32%[inhibitor]	0%	0	?	9	-1%	7%
COc1cc(CC(=O)OCC(=O)N2CCCCC2C)cc(OC)c1OC (stereo not drawn)	-3%	-7%	?	2%	-6	-17%	-15	?	0%
CC(=O)NN1C(=O)c2ccccc2NC1c1ccccc1O (stereo not drawn)	-19%	1%	i	-29%	-5	-1%	12	?	3%
COc1cc(NCCCCC(C)N)c2nccc(C)c2c1 (stereo not drawn)	18%	-2%	-25%	1%	0	?	1	?	-8%
CCC(C(=O)Nc1c(C)cc(C)cc1C)n1c(=O)c(-c2ccccc2NC(C)=O)nc2ccccc21 (stereo not drawn)	8%	·	i	0%	-18	7%	·	11%	·
CC(=O)c1cccc(NC(=O)C2Cc3c(-c4ccc5c(c4)OCO5)ccnc3O2)c1 (stereo not drawn)	?	2%	-44%[inhibitor]	-3%	4	-27%	13	-28%	-5%
Cc1ccc2nc(NC(=O)COc3ccc(F)cc3)sc2c1	27%	·	-2%	-11%	4	9%	·	1%	2%
Cc1cccc(C)c1N1CCN(C(=O)N2CCOCC2)CC1	24%	3%	i	5%[0.307 µM]	5	-10%[0.307 µM]	-18	-26%	21%
COc1ccc(/C=C/c2nnc(NC(=O)COc3ccccc3)s2)cc1	-1%	-1%	11%	2%	-10	2%	-14	11%	0%
(list continues)
SMILES	TDP43 rescue	aSyn rescue	PTHR1 agonist	GLP1R cytotox	D3 ag	GLP1R inv ag	DRD3 antagonist	KB-V1 cytotox	GLP1R ag
Cc1cc(F)ccc1NC(=O)Cn1cc(S(=O)(=O)NC(C)C)c(S(=O)(=O)NC(C)C)c1	14%	·	-20%	7%	0	-5%	·	17%	·
Cn1c(Cc2ccccc2)nnc1SCc1cc(=O)n2ccsc2n1	20%[9.22 µM]	-3%	i	-5%	9	3%	10	-9%	0%
CCC1(c2ccc(C)cc2)NC(=O)N(C(C)C(=O)Nc2ccc(N3CCOCC3)cc2)C1=O (stereo not drawn)	-22%	0%	-46%[inhibitor]	2%	2	20%	-3	·	9%
C/C(N)=C(/C#N)C(=O)CN1CCCCC1	3%	-7%	?	17%	8	16%	3	0%	0%
O=C(CCc1nnc(CCC2CCCCC2)o1)NCCc1ccccn1	2%	-5%	i	6%	-6	5%	-5	-12%	7%
CON1C(=O)C(=O)N(OC)C2CCCCCC21 (stereo not drawn)	-6%	-14%	i	-19%	1	9%	1	?	-5%
CC(=O)NNc1[nH]c2c(c(=O)c1[N+](=O)[O-])c(=O)n(C)c(=O)n2C	-8%	1%	-4%	-10%	4	2%	0	?	0%
Cc1ccc(O)c(N=Cc2ccc(C)s2)c1	12%	-4%	-14%	-18%	-5	21%	-26	3%	0%
CC(=O)Nc1cc(-c2cccc(NS(C)(=O)=O)c2)cn2c(-c3ccc(F)c(Cl)c3)cnc12	?	2%	i	-23%	2	?	43	?	-4%
N#C/C(=C\c1ccc(N2CCOCC2)o1)C(=O)Nc1ccc(O)cc1	-28%	5%	-9%	-15%	-16	50%[activator]	?	-7%	30%
O=C(CCN1CCN(CCO)CC1)Nc1cccc(Br)c1	-15%	-4%	i	-26%	-8	-24%	-3	6%	5%
COc1ccc(-c2nc(C#N)c(NC(C)C)o2)cc1	?	1%	i	-9%	4	10%	6	-6%	28%
Cc1cc(=O)[nH]c(N/N=C/c2c(C)nn(-c3ccccc3Cl)c2Cl)n1	-6%	3%	i	-9%[7.66 µM]	-4	18%[7.66 µM]	13	?	5%
CC(=O)c1cc(NC(=O)c2cccc(C(F)(F)F)c2)c(=O)oc1C	?	?	i	-29%	-10	-5%	-9	-5%	5%
CCCn1c(=N)n(CC(=O)C(C)(C)C)c2ccccc21	11%	-1%	i	?	4	?	11	17%	6%
CC(C)N1C(=O)CCC1C(=O)N1CCC(Cc2ccccc2)CC1 (stereo not drawn)	-9%	-8%	-7%	2%	-1	-29%	0	-2%	6%
Cc1ccc(/C(N)=N/OC(=O)c2cccc(Cn3cc(C(F)(F)F)ccc3=O)c2)cc1	?	-42%[inhibitor]	-32%[inhibitor]	7%	-4	3%	-25	?	1%
CN(C)c1ccc(NC(=O)Nc2ccc3c(c2)c(=O)n(C)n3Cc2ccc(Cl)cc2)cc1	0%	1%	-2%	-17%	2	-29%	2	5%	6%
COc1ccc(/C=N/NC2=NS(=O)(=O)c3ccccc32)cc1OC	1%	3%	i	-22%	1	-16%	0	26%	5%
NS(=O)(=O)c1ccc(CNC(=O)c2cc(=O)c3cc(Cl)ccc3o2)cc1	-4%	2%	i	7%	-1	2%	-3	-17%	6%
CCCN(CCC)C(=O)c1c[nH]c2ccc(S(=O)(=O)N(C)c3ccc(OCC)cc3)cc2c1=O	-5%	·	-38%	-2%	-5	9%	·	16%	·
Cc1cc(C)n(C(C)CC(=O)Nc2cccc(C(F)(F)F)c2)n1 (stereo not drawn)	13%	·	-39%[inhibitor]	2%	5	-12%	·	-3%	·
Cc1ccccc1C(=O)NCC(=O)OC(C)C(=O)NCc1ccco1 (stereo not drawn)	-9%	-3%	i	2%	2	1%	-15	-3%	0%
COc1ccccc1-c1cc2nc(C)c(CCC(=O)NCc3ccc(F)cc3)c(C)n2n1	11%	9%	-9%	3%	2	?	-10	-25%	24%
CCOC(=O)c1ccc(NC(=O)c2cn(-c3ccccc3)nc2-c2ccc(Br)cc2)cc1	6%	·	i	-5%	2	11%	·	17%	·

One compound at a time, as listed above. Values in the order: TDP43 rescue	aSyn rescue	PTHR1 agonist	GLP1R cytotox	D3 ag	GLP1R inv ag	DRD3 antagonist	KB-V1 cytotox	GLP1R ag
CC(C)[C@H](NC(=O)NCc1cccs1)C(=O)O in the list: -12%	-1%	?	-6%	5	-2%	6	20%	6%
COc1ccc(/C=N/NC2=NS(=O)(=O)c3ccccc32)cc1OC in the list: 1%	3%	i	-22%	1	-16%	0	26%	5%
CC(C)N1C(=O)CCC1C(=O)N1CCC(Cc2ccccc2)CC1 (stereo not drawn) in the list: -9%	-8%	-7%	2%	-1	-29%	0	-2%	6%
COc1ccccc1-c1cc2nc(C)c(CCC(=O)NCc3ccc(F)cc3)c(C)n2n1 in the list: 11%	9%	-9%	3%	2	?	-10	-25%	24%

Going on with the list.
SMILES	TDP43 rescue	aSyn rescue	PTHR1 agonist	GLP1R cytotox	D3 ag	GLP1R inv ag	DRD3 antagonist	KB-V1 cytotox	GLP1R ag
COCCN(C(=O)c1ccccc1F)c1c(N)n(Cc2ccccc2)c(=O)[nH]c1=O	-4%[0.397 µM]	4%	i	3%	18	3%	-7	-18%	10%
COc1ccc(Oc2c(C)oc3c(CN(C)C)c(O)ccc3c2=O)cc1	-11%	1%	-11%[57.5 µM]	-1%	10	5%	15	-25%	-5%
Cc1cccc(NC(=O)CSc2nnc(-c3ccccc3)n2N)c1C	13%	2%	i	-1%	4	-3%	8	7%	-7%
CC1CC(C)CN(CC(O)COc2ccc3c(c2)CCC3)C1 (stereo not drawn)	6%	3%	-14%	-12%	-14	-25%	3	3%	-2%
Cc1ccccc1CN1c2ccccc2-c2nc(SCC(=O)NCCc3ccccc3)ncc2S1(=O)=O	13%	·	-11%	-4%	4	16%	·	12%	·
Cc1cc(NC(=O)CSc2nc(-c3ccco3)cc(C(F)(F)F)n2)n(-c2ccccc2)n1	8%	2%	-7%[57.5 µM]	-11%	-8	-25%	-19	4.1µM*	9%

High-throughput results from PubChem BioAssay.
